ERp5 inh = inhibitors of human ERp5; Q15084; ERp5 insulin aggregation, absorbance 650 nm, 90 min; inhibition, % at 9.99 µM; hit rate 0.05% among 350,000;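 active = mean replicate inhibition above about 25%, with every replicate also reaching it, limit read from the data, passing the limit was not always enough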
PglD inh = blocks C. jejuni PglD acetyltransferase activity | hit rate 0.098% among 360,000 | AID 602405 | purified PglD enzyme, DTNB colorimetric CoA detection | inhibition, % at 12.5 µM; in the data active = inhibition above about 16%, passing the limit was not always enough; also: strong numbers were not always called active
E-selectin induc = induces E-selectin expression in human endothelial cells. P16581. activation, % at 7.58 µM. AID 686992. hit rate 0.37% among 260,000. HUVEC E-selectin immunofluorescence imaging; normalized: neutral wells 0, TNF-alpha wells 100;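 active = mean E-selectin-positive cell signal at least 10% of the positive control, reached in at least 60% of replicates, without over 20% cell loss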;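 also: in these data hits start at about 27%; measured in HUVEC primary endothelial cells; signal is the percent of cells scored E-selectin positive by PE staining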
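Test system: HUVEC | Signal: Immunofluorescence imaging | Read-out: Percent E-selectin-positive cells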
CASP6 VEID inh = caspase-6 (human) enzyme inhibition; hit rate 0.53% among 350,000; inhibition, % at 12.5 µM; P55212; purified caspase-6, Z-VEID-R110 cleavage fluorescence;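 active = mean inhibition across replicates at least about 35%, with every replicate also reaching that limit, limit read from the data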;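 also: 0% = median of neutral control wells and 100% = no fluorescence left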
Target sequence (P55212 24-179 limits assumed): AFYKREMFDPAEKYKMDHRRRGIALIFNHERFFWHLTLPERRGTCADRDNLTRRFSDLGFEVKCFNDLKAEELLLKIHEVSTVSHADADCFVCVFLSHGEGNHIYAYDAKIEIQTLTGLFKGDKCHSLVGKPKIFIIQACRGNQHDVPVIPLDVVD
Target sequence (P55212 194-293 limits assumed): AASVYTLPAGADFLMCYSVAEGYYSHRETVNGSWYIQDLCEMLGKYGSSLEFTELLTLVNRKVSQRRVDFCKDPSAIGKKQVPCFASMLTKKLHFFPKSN
ARNT-TACC3 inh = disruptors of human ARNT/TACC3 interaction | AlphaScreen His-ARNT PAS-B/GST-TACC3 binding, luminescence; TACC3 fragment carries E629A point mutation | inhibition, % at 9.99 µM | Q9Y6A5 | AID 623870 | hit rate 0.66% among 390,000;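 active = mean inhibition of replicates at least 50% and at least half of replicates each reaching 50%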;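 also: 0% = complete ARNT plus TACC3 wells and 100% = ARNT alone without TACC3; many hits fall short of the cut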
RAD54 inh = blocks human RAD54 Holliday junction branch migration; Q92698; FAM/BHQ fluorescence; inhibition, % at 10.4 µM; hit rate 0.14% among 360,000; AID 602329;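 active = mean normalized replicate activity at least 40 and at least half of replicates scoring 40 or more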;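 also: 0% = median of neutral control wells and 100% = median of positive control wells; inhibitors cause a drop in the FAM fluorescence signal; in these data hits start at about 50%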
Target sequence (Q92698 whole entry, looked up): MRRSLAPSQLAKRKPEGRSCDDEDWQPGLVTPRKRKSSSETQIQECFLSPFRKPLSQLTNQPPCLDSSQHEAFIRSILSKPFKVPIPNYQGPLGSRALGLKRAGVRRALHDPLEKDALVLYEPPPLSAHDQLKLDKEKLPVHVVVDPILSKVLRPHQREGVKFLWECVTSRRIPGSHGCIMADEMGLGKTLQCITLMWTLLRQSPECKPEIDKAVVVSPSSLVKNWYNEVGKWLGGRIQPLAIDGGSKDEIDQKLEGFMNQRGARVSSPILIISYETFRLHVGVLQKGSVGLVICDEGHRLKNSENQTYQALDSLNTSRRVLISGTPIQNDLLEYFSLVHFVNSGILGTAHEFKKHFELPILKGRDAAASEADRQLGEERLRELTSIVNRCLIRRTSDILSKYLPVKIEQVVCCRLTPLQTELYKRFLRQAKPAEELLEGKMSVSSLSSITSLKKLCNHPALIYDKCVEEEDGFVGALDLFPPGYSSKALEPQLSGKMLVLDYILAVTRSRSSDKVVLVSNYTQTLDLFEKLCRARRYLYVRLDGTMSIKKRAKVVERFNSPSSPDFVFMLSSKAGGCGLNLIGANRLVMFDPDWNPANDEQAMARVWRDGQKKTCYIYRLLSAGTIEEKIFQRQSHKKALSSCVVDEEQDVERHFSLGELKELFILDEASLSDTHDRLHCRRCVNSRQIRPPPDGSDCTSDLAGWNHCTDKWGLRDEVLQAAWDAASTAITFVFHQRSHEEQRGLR
esBAF inh = inhibitors of esBAF chromatin remodeling in mouse ES cells; Bmi1-luciferase knock-in reporter, 24 h; 100% = twice the neutral-well signal; reporter increase, % at 12.5 µM; hit rate 2% among 350,000; AID 602393; in the data active = activation above about 40%;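 also: 0% = median of the plate's neutral control wells and 100% = double that signal; a rise in the Bmi1 reporter signal indicates esBAF inhibition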
RAD52 anneal inh = inhibitors of human RAD52 DNA annealing; P43351; recombinant RAD52 DNA annealing, FRET fluorescence; inhibition, % at 18.7 µM; hit rate 0.46% among 360,000; AID 651710;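 active = every replicate showing at least 50% inhibition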
An asterisk follows results filed as active; · = no result given.

1	CCOC(=O)N1CCN(C(=O)CC(C)S(=O)(=O)c2cc3c(cc2C)NC(=O)CO3)CC1 (centres undefined)
2	COC(=O)c1ccc(C23CC4(C2)[C@H](CN(C)[C@@H]4c2ccccc2)C3c2ccc(C(F)(F)F)cc2)cc1 (some centres undefined)
3	COc1ccc(-n2c(SCC(=O)NNC(=O)c3ccc(C)cc3)nnc2-c2ccncc2)cc1
4	O=C(Nc1ccc(N2CCOCC2)nc1)c1ccc(C(F)(F)F)cc1
5	O=C(Oc1ccc(-c2nnco2)cc1)c1ccco1
6	CCN(CC)CCNC(=O)c1ccc(Cl)c(S(=O)(=O)Nc2ccccc2OC)c1
7	O=C1CCCc2c1cc(C(=O)NCCCN1CCOCC1)c(=O)n2-c1ccc(Cl)cc1
8	O=S(=O)(c1ccc(NCc2ccc(F)cc2)nc1)N1CCCC1
assay / compound,1,2,3,4,5,6,7,8
ERp5 inh,·,-3,·,2,1,·,4,4
PglD inh,8,4,-8,·,-1,-1,3,·
E-selectin induc,·,0.7,·,-1.7,-0.6,·,0.0,-0.1
CASP6 VEID inh,1,-3,·,-1,0,·,0,-1
ARNT-TACC3 inh,-17,5,-23,-5,2,-4,4,-1
RAD54 inh,4,1,-7,·,1,-9,6,5
esBAF inh,-3,-14,-1,·,2,1,-3,-1
RAD52 anneal inh,-2,-13,·,-16,4,·,-8,-3

9	Cc1nc(C)c(C(=O)N(c2ccccc2F)C(C(=O)NCC2CCCO2)c2ccccc2)s1 (centres undefined)
10	CCCNC(=O)C[C@@H]1CC[C@H]2[C@@H](COC[C@@H](O)CN2C(=O)Nc2c(C)noc2C)O1
11	COc1ccc(-c2ccc3c(c2)[C@@H]2[C@@H](CCN2S(=O)(=O)c2ccc(OC)cc2)[C@H](CO)N3)cc1
12	C/C=C/c1ccc([C@H]2[C@@H](CO)N(CC3CCCC3)C23CN(C(=O)CC2CC2)C3)cc1
13	CCCOC(=O)CSC1=C(C#N)C(c2ccccc2OCC)C(C#N)C(=O)N1 (centres undefined)
14	CN(Cc1ccccc1)C(=O)COC(=O)c1cc(NS(=O)(=O)c2cccs2)ccc1O
15	Cn1c(SCC(=O)Nc2ccccc2C(F)(F)F)nc2c(c1=O)SCC2
16	CCN(CC)CCNC(=O)c1ccc(NC(=O)Cc2ccc(OC)c(S(=O)(=O)N3CCOCC3)c2)cc1
assay / compound,9,10,11,12,13,14,15,16
ERp5 inh,2,-3,·,-1,·,5,5,-2
PglD inh,0,-1,5,·,9,·,-2,·
E-selectin induc,·,0.1,1.0,-0.3,·,·,-0.1,·
CASP6 VEID inh,-3,0,·,-2,·,6,2,-186
ARNT-TACC3 inh,·,0,6,·,0,-4,6,-5
RAD54 inh,0,8,-5,·,2,·,13,-13
esBAF inh,-6,-2,-4,·,9,·,2,4
RAD52 anneal inh,-14,1,·,-22,·,-5,7,-11

17	COc1ccc(CNC(=O)C(=O)NCC2OCCN2S(=O)(=O)c2cccs2)cc1 (centres undefined)
18	NC(=S)NCc1cccnc1
19	C/C(=C\c1ccccc1F)C(=O)c1c(C)cc(C)[nH]c1=O
20	CCOC(=O)C(Cc1c[nH]c2ccccc12)NC(=O)c1ccccc1Br (centres undefined)
21	Cn1c(=O)c2c(ncn2CC(O)CNc2ccc(F)cc2)n(C)c1=O (centres undefined)
22	CCOC(=O)C1CCCN(c2c(NCCc3ccccc3)c(=O)c2=O)C1 (centres undefined)
23	Cc1cnc(NC(=O)c2ccc3c(c2)OCCO3)s1
24	O=C(CSc1ncc(-c2ccccc2)nn1)NCc1ccco1
assay / compound,17,18,19,20,21,22,23,24
ERp5 inh,0,-3,6,3,-6,-1,4,·
PglD inh,-7,-2,-5,8,·,1,0,4
E-selectin induc,-0.6,-0.2,·,·,5.6,-0.5,·,·
CASP6 VEID inh,-2,-1,-3,0,-2,0,36*,·
ARNT-TACC3 inh,1,·,-3,-4,-6,0,-1,-5
RAD54 inh,-18,4,6,-3,·,8,-4,1
esBAF inh,-6,-2,-1,74*,·,-6,-9,6
RAD52 anneal inh,-7,11,-8,-4,-7,6,-2,·

25	Cc1cccc2sc(NNC(=O)C3COc4ccccc4O3)nc12 (centres undefined)
26	CNC(=O)/C(C#N)=C/c1cn(CC(=O)NCc2ccco2)c2ccccc12
27	CC(C)NC(=O)Nc1ccc2c(c1)C(=O)N([C@H](C)CO)C[C@@H](C)[C@H](CN(C)C(=O)Nc1ccc(F)cc1)O2
28	CCC1(CC)NC(=O)NC1=O
29	COC(=O)[C@H](C)NC(=O)Nc1ccc(OC)cc1OC
30	CN1CCN(C(=O)CC23CC4CC(CC(C4)C2)C3)CC1
31	Cc1cccc(Cn2cnc3c(nnn3Cc3ccc(F)cc3)c2=O)c1
32	COC(=O)c1cc(NC(=O)c2ccc([N+](=O)[O-])cc2)c(=O)oc1C
assay / compound,25,26,27,28,29,30,31,32
ERp5 inh,-1,4,2,·,·,·,·,-1
PglD inh,5,-2,-3,-1,5,0,3,4
E-selectin induc,-0.1,1.6,-0.1,·,·,·,·,·
CASP6 VEID inh,-2,1,1,·,·,·,·,1
ARNT-TACC3 inh,-2,3,-12,-3,-4,-5,-9,2
RAD54 inh,0,0,1,-1,4,-8,-15,-3
esBAF inh,0,6,5,1,6,0,-3,-1
RAD52 anneal inh,-12,-30,-8,·,·,·,·,-7

Compounds listed so far with an aryl thioether with sulfur outside any ring (three):
3	COc1ccc(-n2c(SCC(=O)NNC(=O)c3ccc(C)cc3)nnc2-c2ccncc2)cc1
15	Cn1c(SCC(=O)Nc2ccccc2C(F)(F)F)nc2c(c1=O)SCC2
24	O=C(CSc1ncc(-c2ccccc2)nn1)NCc1ccco1
assay / compound,3,15,24
ERp5 inh,·,5,·
PglD inh,-8,-2,4
E-selectin induc,·,-0.1,·
CASP6 VEID inh,·,2,·
ARNT-TACC3 inh,-23,6,-5
RAD54 inh,-7,13,1
esBAF inh,-1,2,6
RAD52 anneal inh,·,7,·

(listing goes on)
33	CCOC(=O)c1[nH]c(C)c(C(=O)NC(C)CC)c1C (centres undefined)
34	Cc1ccc(C)c(COc2coc(CN3CCN(C(=O)c4ccco4)CC3)cc2=O)c1
35	COc1ccc(S(=O)(=O)N2c3ccccc3OCC2c2ccccc2)cc1 (centres undefined)
36	CCOC(=O)Cn1cnc2c(nnn2Cc2ccc(Cl)cc2)c1=O
37	O=S(=O)(N[C@@H]1CC[C@@H](CCn2cc(C3CC3)nn2)O[C@@H]1CO)c1ccc(F)cc1
38	CC(C)NC(=O)NCC[C@@H]1CC[C@H](NC(=O)CCN2CCCCC2)[C@@H](CO)O1
39	COc1ccc2c3c([nH]c2c1)[C@H](CO)N(C(=O)c1ccc(F)cc1)CC31CN(C(=O)Nc2cccc(F)c2)C1
40	CC1(c2ccc3ccccc3c2)NC(=O)N(CC(=O)N2CCN(c3ccccc3O)CC2)C1=O (centres undefined)
assay / compound,33,34,35,36,37,38,39,40
ERp5 inh,-5,1,·,·,6,-3,-1,4
PglD inh,-3,1,-1,-2,2,1,·,-3
E-selectin induc,1.3,·,·,·,-0.2,-0.4,0.3,·
CASP6 VEID inh,0,3,·,·,-3,-120,1,1
ARNT-TACC3 inh,-3,-8,34,2,-11,-2,·,3
RAD54 inh,-14,-11,4,1,-8,-2,·,0
esBAF inh,1,6,-33,-4,-1,4,·,-1
RAD52 anneal inh,-12,0,·,·,-5,1,-7,-21

41	CCc1cc(=O)oc2cc(OC(C)C(=O)NCC3CCC(C(=O)O)CC3)c(Cl)cc12 (centres undefined)
42	CCOC(=O)c1c(C)[nH]c(C(=O)COC(=O)C(C)Oc2ccc(Cl)cc2Cl)c1C (centres undefined)
43	COc1ccc(NC(=O)Nc2ccc3c(c2)C(=O)N([C@H](C)CO)C[C@H](C)[C@@H](CN(C)S(=O)(=O)c2ccc(OC)cc2)OCCCC[C@@H](C)O3)cc1
44	Nc1ccc(/C=C/C(=O)c2ccco2)cc1
45	CC(C)N1CCC(C)(C(=O)Nc2cc(-c3ccccc3)nn2C)C1 (centres undefined)
46	O=C(c1ccccn1)N1CCN(C(=O)c2ccccn2)CC1
47	COc1ccccc1CNC(=O)Cn1ccsc1=N
48	COc1cccc(/C=C2\Oc3ccc(O)cc3C2=O)c1O
assay / compound,41,42,43,44,45,46,47,48
ERp5 inh,5,1,·,-2,-3,·,-1,0
PglD inh,-2,-5,-3,·,4,4,-3,-15
E-selectin induc,·,·,-0.3,-0.1,0.3,-1.3,0.1,·
CASP6 VEID inh,-4,-3,·,-2,-3,·,-6,-3
ARNT-TACC3 inh,-8,·,-8,-3,·,·,-5,-3
RAD54 inh,-3,0,4,·,-17,3,-5,-2
esBAF inh,-19,-6,-4,·,0,12,-6,-65
RAD52 anneal inh,-14,-13,·,-20,1,·,-15,-19

In another format: results already given
44	Nc1ccc(/C=C/C(=O)c2ccco2)cc1
  ERp5 inh = -2
  PglD inh = ·
  E-selectin induc = -0.1
  CASP6 VEID inh = -2
  ARNT-TACC3 inh = -3
  RAD54 inh = ·
  esBAF inh = ·
  RAD52 anneal inh = -20
45	CC(C)N1CCC(C)(C(=O)Nc2cc(-c3ccccc3)nn2C)C1 (centres undefined)
  ERp5 inh = -3
  PglD inh = 4
  E-selectin induc = 0.3
  CASP6 VEID inh = -3
  ARNT-TACC3 inh = ·
  RAD54 inh = -17
  esBAF inh = 0
  RAD52 anneal inh = 1
46	O=C(c1ccccn1)N1CCN(C(=O)c2ccccn2)CC1
  ERp5 inh = ·
  PglD inh = 4
  E-selectin induc = -1.3
  CASP6 VEID inh = ·
  ARNT-TACC3 inh = ·
  RAD54 inh = 3
  esBAF inh = 12
  RAD52 anneal inh = ·

Reformatted: results already given.
Fields – ERp5 inh | PglD inh | E-selectin induc | CASP6 VEID inh | ARNT-TACC3 inh | RAD54 inh | esBAF inh | RAD52 anneal inh
43. COc1ccc(NC(=O)Nc2ccc3c(c2)C(=O)N([C@H](C)CO)C[C@H](C)[C@@H](CN(C)S(=O)(=O)c2ccc(OC)cc2)OCCCC[C@@H](C)O3)cc1
  · | -3 | -0.3 | · | -8 | 4 | -4 | ·
47. COc1ccccc1CNC(=O)Cn1ccsc1=N
  -1 | -3 | 0.1 | -6 | -5 | -5 | -6 | -15
45. CC(C)N1CCC(C)(C(=O)Nc2cc(-c3ccccc3)nn2C)C1 (centres undefined)
  -3 | 4 | 0.3 | -3 | · | -17 | 0 | 1

More results.
49	CCOC(=O)C1(Cc2cccc(F)c2)CCN(C(=O)C2CCOCC2)CC1
50	Cc1cccc(CC2CC(=O)N(CCc3ccc4c(c3)OCO4)C2=O)c1 (centres undefined)
51	CO[C@@H]1CN(C)C(=O)c2ccc(NC(C)=O)cc2OC[C@H](C)N(CC2CC2)C[C@H]1C
52	COc1cccc(S(=O)(=O)N2C[C@@H](O)COC[C@H]3O[C@@H](CC(=O)N4CCCCC4)CC[C@@H]32)c1
assay / compound,49,50,51,52
ERp5 inh,3,4,5,-1
PglD inh,0,·,0,-5
E-selectin induc,-0.9,·,0.0,0.0
CASP6 VEID inh,·,0,-3,-1
ARNT-TACC3 inh,-2,-5,-3,8
RAD54 inh,-5,·,11,-4
esBAF inh,3,·,-2,0
RAD52 anneal inh,0,-40,7,4

Compound activity: PubChem, Broad Institute
